Source: PubChem
KCNQ2 block – KCNQ2 channel blockers in CHO-K1 cells – cell-based, FluxOR thallium flux, B-score, primary screen (AID 2156); 20 min; active compounds read low; O88943; B-score at 10 µM; hit rate 1.1% among 310,000;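 active means fluorescence ratio B-score at most minus 3 library SDs, with starting brightness B-score within 2 library SDs, cut at about -5.5 in these data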
Target sequence (O88943 whole entry, looked up): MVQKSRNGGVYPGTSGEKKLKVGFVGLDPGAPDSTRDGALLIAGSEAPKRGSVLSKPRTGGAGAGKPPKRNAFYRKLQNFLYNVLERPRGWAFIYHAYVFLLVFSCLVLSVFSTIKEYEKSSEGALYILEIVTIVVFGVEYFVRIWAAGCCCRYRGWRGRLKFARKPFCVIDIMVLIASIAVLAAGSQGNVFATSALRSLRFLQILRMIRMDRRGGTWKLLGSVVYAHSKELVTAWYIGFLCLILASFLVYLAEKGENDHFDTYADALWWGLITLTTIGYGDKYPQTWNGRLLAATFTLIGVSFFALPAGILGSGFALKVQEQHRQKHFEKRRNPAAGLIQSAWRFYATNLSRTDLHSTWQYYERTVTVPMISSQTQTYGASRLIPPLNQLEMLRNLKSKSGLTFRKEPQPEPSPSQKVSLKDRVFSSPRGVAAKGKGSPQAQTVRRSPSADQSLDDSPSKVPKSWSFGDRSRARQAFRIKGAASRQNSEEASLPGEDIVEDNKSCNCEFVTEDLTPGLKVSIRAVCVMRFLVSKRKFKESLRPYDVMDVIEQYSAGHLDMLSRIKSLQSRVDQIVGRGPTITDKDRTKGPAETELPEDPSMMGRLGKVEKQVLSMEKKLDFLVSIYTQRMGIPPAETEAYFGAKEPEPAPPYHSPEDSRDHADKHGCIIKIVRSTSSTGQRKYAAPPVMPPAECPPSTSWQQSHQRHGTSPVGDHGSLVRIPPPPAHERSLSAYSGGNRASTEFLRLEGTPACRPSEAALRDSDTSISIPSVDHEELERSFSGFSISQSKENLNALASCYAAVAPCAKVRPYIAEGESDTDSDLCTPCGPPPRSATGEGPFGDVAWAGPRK
CHT block – inhibitors of human choline transporter CHT. CHT-expressing cells, membrane potential dye, choline response; active compounds read low. B-score at 10 µM. hit rate 0.86% among 310,000. AID 488975;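 active means B-score over 3 SD under the library average, and starting fluorescence ratio not unusually high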;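 further: choline stimulus applied at its EC90 after an EC20 pre-addition; B-score computed on integrated fluorescence ratio after choline addition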
Numbers without * were called inactive; i = inactive; x = no result given.

smiles,KCNQ2 block,CHT block
CC(C)(/C=N/O)/[N+]([O-])=C/c1ccccc1C(F)(F)F,i,i
O=C(Nc1ccc(N2CCN(c3ccc(C(F)(F)F)cn3)CC2)nc1)c1cccs1,i,i
CCOC(=O)c1c(C)[nH]c(C(=O)C(C)Sc2ccc(Cl)cc2)c1C (configuration not stated),i,i
Cc1ccc([N+](=O)[O-])cc1N=Cc1ccc(Br)s1,i,i
Cc1ccccc1CN1C(=O)CS/C1=N/N=C/c1ccco1,i,i
Cn1c(=O)oc2cc(S(=O)(=O)N3CCC4(CC3)OCCO4)ccc21,i,i
CCN(CC)c1ccc(C(=O)NNC(=O)c2cccn2C)cc1,i,i
CCCS(=O)(=O)N1CCN(Cc2ccccc2OCC)CC1,i,i
O=C(Nc1cccc(F)c1)c1ccc(CSc2ccccc2)o1,i,i
CCCCOc1ccc(C(C)NC(=O)CCS(=O)(=O)Cc2ccccc2F)cc1 (configuration not stated),i,i
CC(C)CN1CCN(Cc2cc(F)ccc2-n2cccn2)CC1CCO (configuration not stated),i,i
Cc1cccc(C)c1NC(=O)CSc1nnc(C)n1-c1ccccc1,i,i
CC(Oc1ccccc1)C(=O)Nc1oc(-c2ccco2)c(-c2ccco2)c1C#N (configuration not stated),i,i
Cc1c(CCC(=O)NC2CC2)c(=O)oc2cc(O)ccc12,i,i
CN(CC(=O)Nc1cccc(F)c1)C(=O)C1=COCCO1,i,i
O=C(O)CNC1=NCCCCC1,i,i
CC1CN(c2oc(COc3ccc(Cl)cc3Cl)nc2C#N)CC(C)O1 (configuration not stated),i,i
CCOc1ccc(OCCCC(=O)NCCOc2ccccc2OC)cc1,i,i
COCCn1c(=S)[nH]c2cc(C(=O)N3CCN(c4cccc(Cl)c4)CC3)ccc2c1=O,i,i
O=C(Cn1ncc2c3ccccc3n(Cc3ccccc3)c2c1=O)NCCCN1CCCC1,i,-9*
CSCCC(NC(=O)c1ccccc1C)C(=O)O (configuration not stated),i,i
CN(C)S(=O)(=O)c1cccn1-c1ncc(C(F)(F)F)cc1Cl,i,i
CC(C)CCN1CCN(Cc2ccoc2)CC1CCO (configuration not stated),i,i
Nc1nc(Nc2ccccc2)nc2c1ncn2[C@@H]1O[C@H](CO)[C@@H](O)[C@H]1O,i,i
CCNC(=S)Nc1cccc(Cl)c1C,i,i
Cc1ccccc1Nc1nc(N)nc(COC(=O)c2ccccc2)n1,i,i
COc1ccc(N2CC(C(=O)OCC(=O)Nc3cccc(C)c3)CC2=O)cc1 (configuration not stated),i,i
CCOC(=O)c1c(NC(=S)N2CCN(C)CC2)sc(C)c1-c1ccccc1,i,i
O=c1sc2ccccc2n1COc1ccc(Cl)cc1,i,i
COc1cc(Cc2nccc3cc(OC)c(OC)cc23)c(S(=O)(=O)O)cc1OC,i,i
C/C(=N\N1CCN(Cc2ccccc2Cl)CC1)c1ccc(F)cc1,i,i
CCC(C)(C)NC(=O)C(c1ccc(C)o1)N(Cc1ccc2c(c1)OCO2)C(=O)c1snc(C(N)=O)c1N (configuration not stated),i,i
C=CCNC(=O)/C(=C/c1cccc([N+](=O)[O-])c1)NC(=O)c1ccco1,i,i
COc1cccc(C(=O)Nc2nnc(SCC(=O)NC3CC3)s2)c1,i,i
COc1cc(/C=N/NC(=O)c2ccc(O)cc2)ccc1OCC(=O)N1CC(C)OC(C)C1 (configuration not stated),i,i
CC(=O)N1Cc2cc([N+](=O)[O-])ccc2Oc2ccccc21,i,i
COc1ccc2cc(/C(C)=N/NC(=O)C3CC3)ccc2c1,i,i
O=C1NC[C@H](c2ccccc2)N(CCc2cc(C(F)(F)F)cc(C(F)(F)F)c2)C1=O,i,i
COc1cc(C2C3=C(CC(C)(C)CC3=O)Nc3ccccc3N2C(C)=O)cc(OC)c1OC (configuration not stated),i,i
COC(=O)Nc1c(-c2ccccc2)nc2ccc(Cl)cn12,i,i
COc1ccc2cc(C3(C)NC(=O)NC3=O)ccc2c1 (configuration not stated),i,i
O=C(Cc1nnc(NC(=O)c2ccccc2)s1)N/N=C/c1ccc(O)cc1,i,i
COc1ccc(NC(=O)c2cc(C3CC3)on2)c(OC)c1,i,i
Cc1cc(Nc2cccc(F)c2)n2ncnc2n1,i,i
Cc1ccc(C)c(OCC(=O)NCC(c2ccco2)N2CCCCC2)c1 (configuration not stated),i,i
CCc1ccccc1NC(=O)N[C@H](C(=O)O)C(C)C,i,i
COc1ccc(C2OC(=O)Cc3cc(OC)c(OC)cc32)cc1 (configuration not stated),i,i
O=C(Cn1c(=O)n(Cc2ccco2)c(=O)c2c3c(sc21)CCCCC3)c1ccccc1,-5.7*,i
COc1ccc(/C=C(\NC(=O)c2ccco2)C(=O)NCc2ccco2)cc1,i,i
CCN1CCc2c(OCC(=O)N3N=C(c4cccs4)CC3c3ccc(F)cc3)cccc2C1=O (configuration not stated),i,i
CCN1CCN(c2ccc(S(=O)(=O)N3CCOCC3)cc2NC(=O)C(C)Oc2ccc(Cl)cc2)CC1 (configuration not stated),i,i
O=C(Nc1cc(Cl)ccc1F)c1ccc(-n2cncn2)c([N+](=O)[O-])c1,i,i
COc1ccc(C)cc1NC(=O)C1CC(=O)N(Cc2ccco2)C1 (configuration not stated),i,i
COc1ccccc1-n1c(CCC(=O)O)ccc1-c1ccccc1,i,i
Cc1ccccc1OCC(O)CN(CCO)Cc1ccccc1 (configuration not stated),i,i
O=C1CC(=O)CC(c2ccco2)C1,x,i

Sorted by heavy-atom count (ascending): 3 of the compounds above.
smiles,KCNQ2 block,CHT block
CCc1ccccc1NC(=O)N[C@H](C(=O)O)C(C)C,i,i
CC(=O)N1Cc2cc([N+](=O)[O-])ccc2Oc2ccccc21,i,i
Cc1ccccc1OCC(O)CN(CCO)Cc1ccccc1 (configuration not stated),i,i

Some of the entries so far, with values under each structure:
The line under a structure holds: KCNQ2 block | CHT block
- COc1ccc(C)cc1NC(=O)C1CC(=O)N(Cc2ccco2)C1 (configuration not stated)
  i | i
- COc1ccccc1-n1c(CCC(=O)O)ccc1-c1ccccc1
  i | i
- Cc1ccccc1OCC(O)CN(CCO)Cc1ccccc1 (configuration not stated)
  i | i

The results go on.
smiles,KCNQ2 block,CHT block
CC(C)Cc1nnc(NC(=O)CSc2nc(N)cc(=O)[nH]2)s1,i,i
COc1cccc(/C=N/NC(=S)NC2CC3CC2C2C=CCC32)c1O (configuration not stated),i,i
O=C(COc1ncnc2ccccc12)NCCCN1CCCC1=O,i,i
CCOP(=O)(OCC)C(NC(=O)NS(=O)(=O)c1ccc(C)cc1)c1ccccc1 (configuration not stated),i,i
COc1ccc(C2=CC3=C(Br)C(=O)C(C)(OC(=O)c4cccs4)C(=O)C3=CO2)cc1 (configuration not stated),i,i
CCOc1ccc(S(=O)(=O)Nc2ccc(C(=O)NN)cc2)cc1,i,i
Cc1c(OC(C)C(=O)O)ccc2c3c(c(=O)oc12)CCCC3 (configuration not stated),i,i
Cc1ccc(C(=O)N2CCCC(C(F)(F)F)C2)cc1S(=O)(=O)N1CCCCC1 (configuration not stated),i,i

3 entries from above, with values ahead of the structure:
KCNQ2 block	CHT block	structure
i	i	COc1ccc2cc(/C(C)=N/NC(=O)C3CC3)ccc2c1
i	i	O=C1NC[C@H](c2ccccc2)N(CCc2cc(C(F)(F)F)cc(C(F)(F)F)c2)C1=O
i	i	COc1cc(C2C3=C(CC(C)(C)CC3=O)Nc3ccccc3N2C(C)=O)cc(OC)c1OC (configuration not stated)

Next results follow.
smiles,KCNQ2 block,CHT block
Cc1c(CC(=O)O)c(=O)oc2c(C)c(OCc3ccc(F)cc3F)ccc12,i,i
CCCS(=O)(=O)N1CCCC(C(=O)NCCN2CCCCC2C)C1 (configuration not stated),i,i
O=[N+]([O-])c1cccc(S(=O)(=O)Nc2ccc(Cc3ccncc3)cc2)c1,i,-6.1*
COCCCNC(=O)C(CC(N)=O)NC(=O)OCc1ccccc1 (configuration not stated),i,i
Cc1sc(NC(=O)CSc2nnc(COc3ccccc3)n2C)c(C#N)c1C,i,i
C=C(C)CSc1nc2sc3c(c2c(=O)n1-c1ccc(C)cc1)CCN(C)C3,i,x
COc1ccc2c(c1)N(C(=O)CSc1n[nH]c(C)n1)C(C)(C)C=C2C,i,i
CC(Cc1ccccc1)C(=O)Nc1ccc(Br)cc1 (configuration not stated),i,i
CN(C)S(=O)(=O)c1cccc(NC(=O)c2c[nH]c3ccccc23)c1,i,i
O=C(Cn1cc(C(F)(F)F)cc(Cl)c1=O)Nc1cccc(Cl)c1,i,i
CCCc1nnc(SCC(=O)Nc2nccs2)o1,i,i
CN(N)c1nc2ccccc2nc1C(F)(F)F,i,i
Fc1ccc(NC(=S)NC23CN4CN(CN(C4)C2)C3)cc1,i,i
Cc1cccc(C(=O)Oc2ccccc2-c2nnco2)c1,i,i
Cn1c(=O)c2c(ncn2CC(=O)Nc2nnc(Cc3ccccc3)s2)n(C)c1=O,i,i
CCC1(CC)Cc2ccccc2-c2[nH]c(=S)[nH]c(=O)c21,i,i
COc1ccc(-c2nc(N3CCOCC3)nc3n[nH]c(N)c23)cc1,i,i
c1ccc(NCn2cncn2)nc1,i,i
O=C(CCc1nnc(CCCCc2ccccc2)o1)NCCc1cccnc1,i,i
O=C1CSC(c2cccc(F)c2)N1c1ccccc1F (configuration not stated),i,i
CCn1ncc([N+](=O)[O-])c1C(=O)n1nc(C)cc1C,i,i
CN(C(=O)COc1ccc(Cl)cc1)C1(C)CCS(=O)(=O)C1 (configuration not stated),i,i
COc1ccc(CNC(=O)CN(c2ccc(C(C)C)cc2)S(=O)(=O)c2c(C)noc2C)cc1,i,i
Cc1cc(C)cc(N(CC(=O)N/N=C/c2ccncc2)S(=O)(=O)c2ccccc2)c1,i,i
CN(c1ccccc1)S(=O)(=O)c1ccc(C(=O)N2CCCC(C(F)(F)F)C2)cc1 (configuration not stated),i,i
CCOc1ccc(CCNC(=O)COC(=O)COc2ccc(C(C)=O)cc2)cc1OCC,i,i
CC1CN(C(=O)CCC(=O)NCCCN2CCN(Cc3ccccc3)CC2)c2cc(Cl)ccc2O1 (configuration not stated),i,i
O=C(Nc1ccc(N2CCOCC2)c(Cl)c1)c1cccc(-n2cnnc2)c1,i,i
Cc1ccc(OCCn2c(CCNC(=O)C(C)C)nc3ccccc32)cc1,i,i
O=C(Nc1ccc(Cn2cccn2)cc1)c1ccc(COc2cccc(Br)c2)cc1,i,i
O=C(CSc1ccc(-c2ccccn2)nn1)N1CCc2ccccc21,i,i
Cc1ccccc1C(=O)N/N=C/c1ccccn1,i,i
Cc1ccc(S(=O)(=O)Nc2ccc(S(=O)(=O)Nc3ncccn3)cc2)cc1,i,i
O=C(COc1cccnc1[N+](=O)[O-])Nc1ccc(Cl)c(S(=O)(=O)N2CCOCC2)c1,i,i
CCCCN(C(=O)CCn1c(=O)oc2ccccc21)c1ccccc1,i,i
O=C(N/N=C\c1ccccc1)c1sccc1-n1cccc1,i,i
O=C(NCc1ccco1)C(c1ccco1)N(C(=O)Cn1nnc2ccccc21)c1ccc2c(c1)CCC2 (configuration not stated),i,i
COc1ccc2oc(=O)c(-c3nnc(N)s3)cc2c1,i,i
COc1ccccc1CCNC(=O)CC1C(=O)NCCN1CCCc1ccccc1 (configuration not stated),i,i
OCC1CCCCN1C(=S)NCc1ccco1 (configuration not stated),i,i
CC(C)(C)C(=O)Nc1ccccc1C(=O)Nc1cc(Cl)ccc1Cl,i,i
CCOC(=O)C1=NNC2(c3ccc(C)cc3)C(=O)N(c3ccc(Cl)cc3)C(=O)C12 (configuration not stated),i,i
Nc1ccc(Oc2cc(N)cc(Oc3ccccc3)c2)cc1,i,i
Cc1cc(N2CCCC2=O)cc(C)c1S(=O)(=O)NCCOc1ccc(C(C)(C)C)cc1,i,i
c1ccc(-c2nc(-c3cccnc3)n[nH]2)cc1,i,i
CCCN(CC(=O)Nc1ccc(Cl)cc1Cl)C(=O)CC(NC(C)=O)c1ccccc1 (configuration not stated),i,i
COCCSc1ccccc1C(=O)N1CCN(Cc2ccc3c(c2)OCO3)CC1,i,i
O=C1NC(Cc2c[nH]c3ccccc23)C(=O)N1CCOc1ccc(F)cc1 (configuration not stated),i,i
CCOc1cc(CNc2ccc(O)cc2)cc(Br)c1OCc1ccccc1F,i,i
CC(C)(C)C(=O)CSc1nc2ncc(Br)cc2[nH]1,i,i
O=C(CSc1nc(O)cc(=O)[nH]1)N1c2ccccc2CCc2ccccc21,i,i
COc1cc(CCC(=O)N2CCN(S(=O)(=O)c3ccc(C)c(C)c3)CC2)cc(OC)c1OC,x,i
CCC(C)[C@H](NC(=O)[C@@H]1Cc2ccccc2CN1)C(=O)NCc1ccc(OC)cc1 (some centres not stated),i,i
CCN(CC(=O)Nc1ccc2c(c1)OCCO2)Cc1cc(=O)n2ccsc2n1,i,i
CCOC(=O)c1cc(NC(=O)CNCC(c2ccccc2)N(C)C)cc(C(=O)OCC)c1 (configuration not stated),i,-6.8*
CC(C)OC(=O)c1ccc(COC(=O)c2cnccn2)cc1,i,i
COc1ccc(CCn2c(N)c(S(=O)(=O)c3cccs3)c3nc4ccccc4nc32)cc1OC,i,i
COc1ccc(OC)c2c(C)cc(N3CCN(C(=O)c4ccc(Cl)cc4)CC3)nc12,i,i
CCCC(=Nc1ccccc1)C1=C(O)C(C(=O)OC)C(C)(C)CC1=O (configuration not stated),i,i
